PfM18AAP inh = blocks P. falciparum M18 aspartyl aminopeptidase; recombinant PfM18AAP, H-Glu-NHMec fluorogenic cleavage; 1.2% of 290,000 active; inhibition, % at 7.35 µM;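 active = inhibition above the campaign mean inhibition over all tested compounds plus 3 SD, cut at about 28% in these data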;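 also: 0% = plate median of test compound wells and 100% = 2 mM ZnCl2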
IDE inh = cellular human IDE inhibition; 0.41% of 320,000 active; AID 434962; inhibition, % at 5.59 µM; HEK cells, FAbetaB cleavage, fluorescence polarization; P14735;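 active = percent inhibition above the average of all tested compounds plus 3 SD, set per screening campaign, cut at about 16% in these data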;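 also: IDE supplied by intact live HEK cells; FP after avidin binding of uncleaved biotin substrate so inhibition keeps polarization high; 0% = DMSO wells and 100% = 60 µM reference IDE inhibitor Ii1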
UBC9 SUMO inh = inhibitors of human SUMOylation (UBC9). 0.36% of 290,000 active. P63279. HTRF SUMOylation assay, SAE1/SAE2 + UBC9, in vitro. AID 2006. inhibition, % at 35 µM; in the data active = inhibition above about 50%, passing the limit was not always enough; also: strong numbers were not always called active
MEKK2 mut-MEK5 = signal of MEK5 binding to mutant human MEKK2 PB1 domain | percent response, % at 10 µM | 0.35% of 290,000 active | bead flow cytometry, Alexa488-MEK5 binding to MEKK2 mutant | AID 1530; in the data active = percent response above about 24%, passing the limit was not always enough; also: inactives centre near 1; some results filed as inactive read as strong as hits; reference of the scale not given here
IDE cell activ = activators of human insulin-degrading enzyme in cells. HEK cells, FAbeta-B cleavage, fluorescence polarization; 0% vehicle, 100% cell-free pure enzyme wells. activation, % at 5.96 µM. 0.073% of 340,000 active;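 active = activation above the mean of all tested compounds plus 3 SD, set per screening campaign, cut at about 17% in these data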
MEKK2wt PB1 HTS = raises or lowers MEK5 binding to wildtype human MEKK2 PB1 domain; bead flow cytometry, Alexa488-MEK5 binding to MEKK2 WT; actives lie on both sides; binding response (% of control), % at 10 µM; 1.1% of 290,000 active; in the data active = binding response below about 67% or above about 130%
NALP1 inh = NALP1 inhibition; S. cerevisiae NALP1/ASC/caspase-1 growth, X-gal OD620, 72 h; inhibition, % at 10 µM; 0.61% of 280,000 active; in the data active = inhibition mostly above about 24%, no sharp cut-off; inactive = mostly below about 32%; also: some compounds called inactive have numbers as strong as hits
MEKK3 PB1 HTS = modulators (inhibitors or enhancers) of MEK5 binding to human MEKK3 PB1 domain; bead-based flow cytometry, Alexa488-MEK5 binding to MEKK3; actives lie on both sides; 0 = blocked by unlabeled MEK5, 100 = vehicle; Q99759; 1.4% of 290,000 active; binding response (% of control), % at 10 µM;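 active = binding response more than 3 SD above or below the average of its plate-row segment, actives on both sides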;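 also: Alexa488 bead fluorescence after subtracting the streptavidin-only scavenger bead signal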
p-CIP stab down = p/CIP protein destabilization; Q05BA5; F442A p/CIP-EGFP cells, EGFP fluorescence, 16 h; decrease of EGFP signal, % at 10 µM; 0.01% of 290,000 active;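 active = EGFP signal decrease of at least 30% at 10 µM or well 3 SD below plate mean, unless failing retest; inactive = the rest, including hits failing retest or dose response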; also: some compounds called inactive have numbers as strong as hits; many of its hits are not listed in these tables
Numbers without * were called inactive; . = not tested or not shown; & = joins results of further samples.

SMILES | PfM18AAP inh | IDE inh | UBC9 SUMO inh | MEKK2 mut-MEK5 | IDE cell activ | MEKK2wt PB1 HTS | NALP1 inh | MEKK3 PB1 HTS | p-CIP stab down
CCN1CC(CN(C)Cc2nc(-c3ccc(C(F)(F)F)cc3)no2)CC1=O (stereo not given) | 0.1 | 3.2 | 3.0 | -10.0 | 6.6 | 88.0 | 2.0 | 96.0 | -1.5
CCOc1ccc(C2C(C(=O)c3ccco3)=C(O)C(=O)N2Cc2cccnc2)cc1 (stereo not given) | -0.3 | 1.5 | 17.5 | -1.0 | 2.4 | 97.0 | 14.0 | 102.0 | -7.3
O=Cc1ccc2ccc3cccnc3c2n1 | 3.3 | 6.6 | -24.3 | 1.0 | 3.8 | 103.0 | 10.9 | 106.0 | -5.6
CC(C)(C)C(=O)Nc1ccc2c(c1)-c1cc(NC(=O)C(C)(C)C)ccc1C2 | -3.8 | 0.7 | -9.5 | 6.0 | 0.9 | 104.0 | -7.0 | 106.0 | -3.7
CN(c1ccccc1C(=O)Nc1ccc(S(=O)(=O)N2CCCC2)cc1)S(C)(=O)=O | -3.3 | -2.7 | -16.8 | 0.0 | 1.1 | 100.0 | -18.4 | 100.0 | -14.0
COc1ccc(CCNC(=O)c2nnn(CC(=O)Nc3ccc(C)cc3C)c2N)cc1OC | 13.9 | 3.6 | 9.1 | -1.0 | 9.1 | 95.0 | 38.3 | 94.0 | -5.2
O=C(O)CCC(=O)Nc1ccc(F)cc1 | 0.9 | 1.5 | -7.5 | -4.0 | 7.4 | 97.0 | -4.0 | 96.0 | 1.3
O=C(NCCC1=CCCCC1)C1CCC(=O)N(Cc2ccc(Cl)cc2)C1 (stereo not given) | -1.0 | -1.5 | 7.5 | 4.0 | -2.8 | 107.0 | 7.4 | 99.0 | 17.4
O=C(CC1NCCNC1=O)Nc1ccc([N+](=O)[O-])cc1 (stereo not given) | 7.8 | 4.8 | 0.3 | -4.0 | . | 92.0 | 32.5* | 86.0 | -0.3
CCCC1=C(C(=O)OCC)C(c2ccc(O)cc2)n2ncnc2N1 (stereo not given) | -4.3 | 2.6 | 23.2 | 2.0 | 2.6 | 102.0 | 0.9 | 101.0 | -3.0
O=C(O)COCC(=O)NCc1csc2ccc(Cl)cc12 | -6.1 | 2.7 | 1.2 | 3.0 | 4.6 | 102.0 | . | 101.0 | -10.6
CCN(CC)S(=O)(=O)c1ccc(/C=C/C(=O)Nc2cccc(F)c2)cc1 | -0.3 | 8.3 | -7.7 | 4.0 | 1.4 | 104.0 | 27.0 | 97.0 | -0.3
CCN(CC)C(=O)Cn1c(=O)n(-c2ccccc2)c(=O)n1CC(=O)N(CC)CC | -1.2 | 0.1 | 1.3 | 2.0 | 6.7 | 100.0 | -15.9 | 101.0 | -14.7
O=C(Cn1cnc2c(cnn2-c2ccc(Cl)cc2)c1=O)N1CCN(c2ccccc2)CC1 | 0.8 | -7.7 | 9.0 | -1.0 | 16.2 | 97.0 | 9.1 | 100.0 | 8.3
Cc1ccc(O)c(C2=NNC(O)(C(F)(F)F)C2)c1 (stereo not given) | 4.0 | -4.3 | -11.2 | 3.0 | 7.5 | 102.0 | 1.7 | 105.0 | 9.2
COc1ccccc1S(=O)(=O)Cc1ccc(C(=O)NC(C)c2ccc3c(c2)OCCO3)o1 (stereo not given) | -23.0 | 14.6 | 25.8 | -2.0 | 5.9 | 99.0 | 14.0 | 101.0 | 2.5
COC(=O)Nc1sccc1C(=O)Nc1sccc1C(=O)OC | 2.5 | 0.3 | -19.3 | 10.0 | 2.7 | 103.0 | 26.7 | 102.0 | -9.5
COc1ccc(C2(C(=O)NCC3CCCO3)CCOCC2)cc1 (stereo not given) | 3.6 | 1.0 | 22.0 | 4.0 | 3.9 | 105.0 | 4.3 | 108.0 | -13.2
CCOc1ccccc1NC(=O)Nc1ccsc1C(=O)OC | -2.5 | -0.2 | 18.5 | 4.0 | -1.1 | 103.0 | -2.4 | 104.0 | -6.1
O=C(Cc1ccccc1)NNS(=O)(=O)c1ccccc1[N+](=O)[O-] | 1.7 | -3.2 | -15.4 | -2.0 | 0.0 | 102.0 | 16.1 | 101.0 | 3.6

Quoted at random: five entries already listed.
SMILES | PfM18AAP inh | IDE inh | UBC9 SUMO inh | MEKK2 mut-MEK5 | IDE cell activ | MEKK2wt PB1 HTS | NALP1 inh | MEKK3 PB1 HTS | p-CIP stab down
CCCC1=C(C(=O)OCC)C(c2ccc(O)cc2)n2ncnc2N1 (stereo not given) | -4.3 | 2.6 | 23.2 | 2.0 | 2.6 | 102.0 | 0.9 | 101.0 | -3.0
Cc1ccc(O)c(C2=NNC(O)(C(F)(F)F)C2)c1 (stereo not given) | 4.0 | -4.3 | -11.2 | 3.0 | 7.5 | 102.0 | 1.7 | 105.0 | 9.2
CCN(CC)C(=O)Cn1c(=O)n(-c2ccccc2)c(=O)n1CC(=O)N(CC)CC | -1.2 | 0.1 | 1.3 | 2.0 | 6.7 | 100.0 | -15.9 | 101.0 | -14.7
O=C(CC1NCCNC1=O)Nc1ccc([N+](=O)[O-])cc1 (stereo not given) | 7.8 | 4.8 | 0.3 | -4.0 | . | 92.0 | 32.5* | 86.0 | -0.3
CN(c1ccccc1C(=O)Nc1ccc(S(=O)(=O)N2CCCC2)cc1)S(C)(=O)=O | -3.3 | -2.7 | -16.8 | 0.0 | 1.1 | 100.0 | -18.4 | 100.0 | -14.0

Next compounds:
SMILES | PfM18AAP inh | IDE inh | UBC9 SUMO inh | MEKK2 mut-MEK5 | IDE cell activ | MEKK2wt PB1 HTS | NALP1 inh | MEKK3 PB1 HTS | p-CIP stab down
O=C(Nc1ccc(Cl)cc1)[C@@H]1[C@@H]2C(=O)N(c3ccc4ccccc4c3)C(=O)[C@@H]2[C@H]2C=CC=NN21 | -13.0 | -0.8 | -0.7 | -2.0 | -1.6 | 92.0 | 13.3 | 97.0 | 5.6
CCOC1OC(=O)C(Cl)=C1Nc1cc(C)ccc1C (stereo not given) | 9.0 | -1.3 | -4.3 | 1.0 | 0.9 | 97.0 | -10.2 | 96.0 | -3.7
Cc1ccc(-n2nc3c(=O)n(C(C)C(=O)NC4CC4)nc(C)c3c2C)cc1 (stereo not given) | -5.7 | 1.6 | . | -8.0 | 3.0 | 100.0 | 13.6 | 104.0 | 6.7
Nc1cc2c(cc1[N+](=O)[O-])OCO2 | 2.8 | -0.6 | 5.9 | 6.0 | 2.3 | 102.0 | 0.7 | 102.0 | -3.1
COc1ccc(CNC(=O)CCn2c(=O)oc3ccccc32)c(OC)c1 | -9.2 | 5.1 | 18.7 | -11.0 | -1.7 | 93.0 | 15.7 | 91.0 | 2.6
CC(=O)Nc1ccc(S(=O)(=O)NC(CC(=O)NCCCN2CCOCC2)C(C)C)cc1 (stereo not given) | 3.9 | -2.7 | 20.9 | 3.0 | 4.9 | 102.0 | 3.1 | 102.0 | -6.0
COc1ccc(-n2nc(C(=O)NCC(=O)NCCCN3CCN(C)CC3)c3ccccc3c2=O)cc1OC | 14.1 | -5.8 | -3.3 | -4.0 | -0.8 | 99.0 | 12.5 | 99.0 | 12.9
CN(C)/C=N/c1ncc(-c2ncc(C(F)(F)F)cc2Cl)cn1 | -0.8 | 0.5 | 17.8 | -6.0 | -0.8 | 101.0 | 12.2 | 101.0 | 7.3
O=C(O)C(Cc1c[nH]c2ccccc12)NS(=O)(=O)c1ccc2ccccc2c1 (stereo not given) | 2.2 | -7.4 | 8.3 | -1.0 | -1.1 | 96.0 | 21.9 | 95.0 | -22.0
COc1cccc(CN(C(=O)c2ccccc2Br)C2CCS(=O)(=O)C2)c1 (stereo not given) | -1.5 | 6.0 | -0.7 | 2.0 | -4.3 | 103.0 | -10.2 | 100.0 | 15.7
CCc1nc(Nc2ccccc2OC)c2oc3ccccc3c2n1 | -3.8 | 11.9 | 8.8 | 11.0 | -1.3 | 105.0 | 6.4 | 110.0 | 1.5
COc1cccc(CNCCO)c1OCc1ccc(Cl)cc1 | -16.9 | -1.4 | -2.3 | 4.0 | 3.5 | 108.0 | 0.5 | 101.0 | -8.1
Cc1ccccc1-c1coc2cc(O)ccc2c1=O | -4.7 | 8.6 | 38.4 | 0.0 | 0.8 | 102.0 | 30.0 | 102.0 | -0.8
O=C(Nc1ccc(SC(F)F)cc1)c1ccc(F)cc1 | -1.3 | 1.1 | -9.5 | 0.0 | 6.4 | 98.0 | 2.6 | 101.0 | -2.1
COc1cccc(CC(=O)NNC(=O)c2c(-c3ccccc3)noc2C)c1 | 3.8 | -3.2 | 14.4 | 1.0 | . | 106.0 | 25.8 | 98.0 | -13.9
N[C@@H](Cc1cc(I)c(Oc2ccc(O)c(I)c2)c(I)c1)C(=O)O | 8.5&-3.1 | -0.2&-3.1 | 9.6 | -1.0&5.0 | -1.5&-3.3 | 94.0&97.0 | 28.4&14.4 | 99.0&110.0 | -15.1
O=S(=O)(Nc1nc2ccccc2s1)c1ccc(Cl)s1 | -8.8 | 4.0 | 8.2 | 2.0 | 2.6 | 99.0 | 9.9 | 104.0 | -1.9
CN1CCN(c2ccc(CNS(=O)(=O)c3ccc(Cl)cc3)cc2)CC1 | 2.9 | 4.5 | 11.5 | -20.0 | 5.2 | 89.0 | 27.1 | 86.0 | -7.3
C=CCOc1c(Br)cc(/C=C2/NC(=S)N(C(C)=O)C2=O)cc1OC | 11.8 | 0.7 | 5.0 | 7.0 | -4.5 | 106.0 | 11.1 | 105.0 | -8.1
Cn1c(Cc2ccc3c(c2)OCO3)nnc1SCC(=O)NC1CCCC1 | -9.6 | 3.5 | 11.0 | -11.0 | . | 92.0 | -0.6 | 103.0 | -5.5
CC(C)(C)c1ccc(C(=O)Cn2nc(C(=O)O)c3ccccc3c2=O)cc1 | 9.0 | -4.4 | 22.3 | 3.0 | 2.5 | 91.0 | 16.0 | 100.0 | -16.3
Cc1ccc2c(c1)N(C(=O)CCC(=O)NC1CCC(C)CC1)CCO2 (stereo not given) | 1.4 | 0.8 | 12.1 | 3.0 | -0.1 | 100.0 | 10.8 | 100.0 | -3.7
Cc1onc(-c2ccccc2Cl)c1C(=O)N1CCN(C/C=C/c2ccccc2)CC1 | -4.0 | -1.5 | 11.9 | 2.0 | 3.8 | 104.0 | -9.5 | 109.0 | 12.0
O=C(COC(=O)c1cccc(OC(F)F)c1)NC1CCCC1 | -0.8 | 1.9 | 2.7 | 6.0 | 4.2 | 112.0 | 8.1 | 109.0 | -5.2
CCCCNC(=O)CCc1c(C)nc2c(c(C)nn2-c2ccccc2)c1C | -1.4 | . | 12.4 | 7.0 | 5.9 | 105.0 | 2.3 | 103.0 | -6.5
COc1ccccc1Cn1c(=S)[nH]c2cc(C(=O)NCCCN3CCOCC3)ccc2c1=O | 8.2 | -5.7 | 2.4 | 6.0 | -7.1 | 103.0 | -38.3 | 98.0 | -24.9
Cc1cc(C)n(-c2ccccc2[N+](=O)[O-])n1 | -4.9 | -2.9 | 14.6 | 0.0 | 1.4 | 99.0 | -4.7 | 101.0 | -9.8
COc1cccc(-c2nnc(SCC(=O)N(C(C)C)C(C)C)o2)c1 | 1.5 | -3.4 | 0.8 | -4.0 | -1.2 | 101.0 | -10.3 | 101.0 | 3.9
CC1CCN(C(=O)Cn2cc(S(=O)(=O)CC(=O)N3CCOCC3)c3ccccc32)CC1 | -3.0 | -1.5 | 5.0 | 4.0 | 2.1 | 103.0 | 5.1 | 103.0 | -4.0
COc1ccc(-n2nc(C(=O)NCC(=O)Nc3cccc(NC(C)=O)c3)c3ccccc3c2=O)cc1 | -6.3 | 5.4 | 11.5 | 2.0 | 7.6 | 104.0 | 3.1 | 101.0 | -0.8
CCN(CC)C(=O)c1sc2nc(N3CCOCC3)c3c(c2c1N)CCCC3 | -80.5 | 3.1 | 5.1 | -7.0 | 0.7 | 93.0 | 26.8 | 99.0 | -1.4
CCOC(=O)Cc1csc(NC(=O)/C=C/c2ccc(Br)o2)n1 | 9.6 | 8.8 | 14.0 | -19.0 | 2.3 | 85.0 | . | 83.0 | -9.6

Only part of the results is shown. The share of hits here may be higher or lower than overall.
